Screening results from PubChem.
LEDGF integ inh: blocks HIV-1 LEDGF/p75-dependent DNA integration. TR-FRET IN-LEDGF/p75 DNA integration, Eu/Cy5. inhibition, % at 3.7 µM. 0.64% of 370,000 active;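 active = inhibition above the screen-wide mean plus 3 SD, cut at about 13% in these data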;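 note: signal is the Cy5 over europium emission ratio at 671 and 618 nm; 0% = plate median of compound wells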
ADAM17 inh: inhibits human ADAM17 | P78536 | recombinant ADAM17, EDANS/DABCYL FRET peptide cleavage | 0.83% of 370,000 active | inhibition, % at 6.95 µM;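 active = inhibition above the mean of compounds lying between control limits plus 3 SD, set per campaign, cut at about 8.5% in these data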;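 note: 0% = DMSO-only wells as the low control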
Target sequence (P78536 215-824 limits assumed): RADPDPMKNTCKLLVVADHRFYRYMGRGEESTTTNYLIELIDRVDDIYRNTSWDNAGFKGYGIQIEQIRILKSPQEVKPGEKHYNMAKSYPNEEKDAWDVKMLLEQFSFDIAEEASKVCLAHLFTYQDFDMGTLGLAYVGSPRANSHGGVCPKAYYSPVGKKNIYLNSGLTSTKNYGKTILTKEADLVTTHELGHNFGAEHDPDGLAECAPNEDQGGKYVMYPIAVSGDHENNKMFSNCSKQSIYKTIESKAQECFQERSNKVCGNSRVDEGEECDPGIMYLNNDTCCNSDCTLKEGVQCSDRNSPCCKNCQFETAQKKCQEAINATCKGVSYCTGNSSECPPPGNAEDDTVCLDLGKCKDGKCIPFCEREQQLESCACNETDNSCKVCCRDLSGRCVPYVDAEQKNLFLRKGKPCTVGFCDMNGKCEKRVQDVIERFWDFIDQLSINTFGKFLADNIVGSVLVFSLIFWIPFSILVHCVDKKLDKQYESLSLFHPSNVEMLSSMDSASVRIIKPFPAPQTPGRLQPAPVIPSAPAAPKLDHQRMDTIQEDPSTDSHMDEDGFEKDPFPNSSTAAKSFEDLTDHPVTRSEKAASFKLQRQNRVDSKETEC
DDE Tn7 FP inh: inhibitors of Tn7 peptide binding to human fibrin DD(E); P02675; FP displacement of FITC-Tn7 peptide from fibrin DD(E); 0% = median of compound wells per plate; inhibition, % at 8.3 µM; 0.13% of 370,000 active;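 active = inhibition above the mean of compounds falling within the control limits plus 3 SD of them, cut at about 14% in these data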;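 note: 0% = plate median of compound wells and 100% = 10 µM Aha-Tn7 peptide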
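System: human fibrin DD(E); quantity: Fibrin-DD(E) at 2 µM final; also added: fluorescent Tn7 probe at 0.1 µM; compound dosing: single nominal test concentration of 8.3 µM per compound; schedule: 10 min preincubation, 3 h with tracer, room temperature; detection: fluorescence polarization of the labelled Tn7 tracer; repeats: one replicate per compound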
PLC-gamma1 inh: blocks human PLC-gamma1 enzyme activity. inhibition, % at 12.2 µM. P19174. purified PLC-gamma1, fluorogenic substrate, fluorescence. AID 720700. 0.84% of 370,000 active; in the data active = inhibition above about 9.5%
Tn6 DDE FP: inhibitors of Tn6 peptide binding to human fibrin DD(E); P02675; Fibrin DD(E) TRITC-Tn6 fluorescence polarization displacement; inhibition, % at 8.3 µM; 0.21% of 370,000 active; AID 720509;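 active = inhibition above a per-campaign cutoff: mean of compounds within control limits plus 3 SD, cut at about 15% in these data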;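 note: 0% = median of all compound wells on the plate and 100% = blocking peptide control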
ASAP1 inh: ASAP1 ArfGAP inhibition. Q9ULH1. ASAP1-stimulated ARF1 GTP hydrolysis, GDP FP detection. inhibition, % at 16.5 µM. 0.19% of 360,000 active; in the data active = inhibition above about 25%;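 note: 0% = vehicle with enzyme and substrate and 100% = no enzyme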
Target sequence (Q9ULH1 325-724 limits assumed): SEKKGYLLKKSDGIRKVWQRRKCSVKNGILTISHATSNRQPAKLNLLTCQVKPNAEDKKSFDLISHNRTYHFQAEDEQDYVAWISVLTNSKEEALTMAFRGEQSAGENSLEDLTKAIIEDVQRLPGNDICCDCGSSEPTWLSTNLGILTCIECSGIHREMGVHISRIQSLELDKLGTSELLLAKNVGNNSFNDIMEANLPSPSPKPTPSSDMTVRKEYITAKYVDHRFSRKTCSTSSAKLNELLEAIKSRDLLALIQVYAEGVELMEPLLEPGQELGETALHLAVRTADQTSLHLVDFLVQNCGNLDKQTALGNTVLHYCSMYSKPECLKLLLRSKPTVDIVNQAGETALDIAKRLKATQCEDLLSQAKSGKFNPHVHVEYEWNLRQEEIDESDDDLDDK
KLK7 zymogen act: activators of human kallikrein-7 zymogen; P49862; purified proKLK7, EDANS-DABCYL substrate fluorescence; 100% is mature enzyme control, 0% vehicle; activation, % at 7 µM; 0.9% of 370,000 active;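 active = activation above the mean of all tested compounds plus 3 SD, computed per campaign excluding outliers beyond control limits, cut at about 13% in these data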
ARFGAP1 inhibitor: rat ARFGAP1 inhibition | 0.26% of 360,000 active | Q62848 | Arfgap1-stimulated ARF1 GTP hydrolysis, GDP FP detection | AID 651572 | inhibition, % at 16.5 µM;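 active = inhibition above a per-plate limit, mean inhibition of low control wells plus 3 SD, cut at about 25% in these data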;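 note: 0% = DMSO wells with enzyme and 100% = wells lacking Arfgap1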
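system = rat Arfgap1 catalytic domain, aa 1-136 | technique = FP, GDP Alexa 633 tracer displaced from anti-GDP antibody, 620/688 nm | compound = one concentration, 16.5 µM, DMSO 1.26% | medium = HEPES-based buffer, pH 7.5 | timing = compound-enzyme preincubation 20 min, reaction 120 min, detection 60 min, 25 °C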
ADAM10 inh: inhibitors of human ADAM10; O14672; recombinant ADAM10, EDANS/DABCYL FRET peptide cleavage, 3 h; inhibition, % at 7 µM; 0.62% of 370,000 active;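 active = inhibition above a per-campaign cutoff equal to the mean of compounds falling between control-based bounds plus 3 SD, cut at about 20% in these data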;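 note: 0% = DMSO wells while the 100% control is not disclosed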
TDP2 inh: blocks human TDP2 phosphodiesterase activity; inhibition, % at 12.8 µM; AID 720702; 0.34% of 370,000 active; recombinant TDP2, T5PNP hydrolysis, p-nitrophenol absorbance 415 nm; O95551;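 active = inhibition above the mean of all tested compounds plus 3 SD, set per campaign, cut at about 25% in these data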;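 note: 0% = DMSO with enzyme and 100% = buffer with substrate but no TDP2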
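Material: recombinant human TDP2; quantity: TDP2 enzyme at 120 nM final; medium: Tris-HCl pH 7.5 with MgCl2; compound: single concentration, 12.8 µM nominal, with 1% DMSO; incubation: 2 h enzyme incubation at 37 °C; signal: epi absorbance; measure: percent inhibition; benchmarks: high control without enzyme, low control DMSO plus TDP2; repeats: singlicate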
The depositor's hits bear a star; i = inactive; nt = no result given. Hits appear at their usual frequency; any-hit rate near 4.2%.

SMILES	LEDGF integ inh	ADAM17 inh	DDE Tn7 FP inh	PLC-gamma1 inh	Tn6 DDE FP	ASAP1 inh	KLK7 zymogen act	ARFGAP1 inhibitor	ADAM10 inh	TDP2 inh
Cc1ccc(-c2nnc(SCC(=O)NC(=O)Nc3ccc(C)cc3C)n2N)cc1	3	0	8	-1	-6	-5	0.1	1	0	0
COc1cc(OC)nc(-n2ncc(OC)c(Br)c2=O)n1	0	2	-2	4	2	-3	-0.7	-4	4	-5
COC(=O)C1=C(C)NC(=O)NC1c1cc(Cl)ccc1OC (centres undefined)	-2	-4	1	-1	4	-3	-0.7	3	-5	-6
O=C(NCCN1CCC(n2c(=O)[nH]c3ccccc32)CC1)c1ccc(F)cc1	0	-1	3	-1	2	-2	0.1	0	-5	12
Cn1nnnc1SCC(=O)Nc1ccc(N2CCOCC2)cc1	-3	-1	9	1	6	-16	0.3	4	8	6
O=C(c1cc(N2C(=O)C3C4CCC(C4)C3C2=O)ccc1Cl)N1CCCCCC1 (centres undefined)	-4	-6	1	0	-5	-6	-0.1	-3	-4	2
Cc1ccccc1C(=O)NC1CCN(CC(=O)Nc2ccc(N(C)C)cc2)CC1	-5	-3	0	1	-8	-3	0.5	2	5	7
Cc1nn(CC(=O)N2CCN(c3ccc(Cl)cc3)CC2)c(=O)c2cccn12	0	2	-7	0	-7	11	0.0	-3	-7	3
COc1cc(S(=O)(=O)N2CCCCC2)ccc1NC(=O)/C=C/c1ccccc1	0	-3	12	-1	-4	6	-9.9	7	9	0
Nc1c(C(=O)CSc2ncccn2)c(=O)[nH]c(=O)n1C1CC1	0	-9	-2	-1	-3	-14	0.2	4	-19	-1
COc1ccc(NC(=O)Cn2c(=O)n(CC3CCCO3)c(=O)c3cc(OC)c(OC)cc32)cc1OC (centres undefined)	-4	-5	-3	-1	12	-22	-0.1	-8	-13	7
CCn1c(=O)cc(SCC(=O)NCCN2CCN(Cc3ccccc3)CC2)c2ccccc21	0	-6	2	-1	11	-9	0.4	-2	-6	-8
C[C@H](NC(=O)[C@@H]1Cc2ccccc2CN1C(=O)OC(C)(C)C)C(=O)NCc1ccco1	-4	-1	2	-3	6	1	0.1	7	-12	-4
COC(=O)C1=C(C)N(CCc2cc(OC)c(OC)c(OC)c2)C(=O)N[C@H]1c1ccccc1	3	-6	5	-4	1	1	-0.3	-4	-2	2
COc1ccccc1CN(C)C(=O)CNC(=O)c1cccc(Cl)c1	2	-2	-5	-1	-2	-6	-0.7	-2	1	5
CCOC(=O)C1=C[C@@H](C(C)(C)C)N(S(=O)(=O)c2ccccc2C)[C@H]1c1ccc(Cl)cc1	-4	-4	1	2	-3	9	-1.2	14	-17	6
S=C(NCc1cccs1)Nc1cccc(Cl)c1Cl	2	4	-10	-2	3	-3	0.0	-7	5	5
CC(=O)c1cc2c(cc1NC(=O)CSc1nnc(C3CC3)n1C)OCO2	2	-38	5	-52	-3	-9	1.2	-5	-144	-3
CCc1cc2c(SCC(=O)c3cccs3)ncnc2s1	-2	1	-8	-2	-2	9	-0.1	0	0	11
CCCC(=O)N1CCCC1(C)C(=O)Nc1ccc(OC(F)F)cc1 (centres undefined)	4	6	-11	7	-2	0	0.8	0	3	-7
Cc1cccc(NC(=O)CSc2nnc([C@H](C)NC(=O)OC(C)(C)C)o2)c1C	1	2	-3	0	0	-2	0.1	-9	3	-5
CCOC(=O)Cn1c(=N)n(Cc2ccccc2F)c2ccccc21	-4	-2	3	5	2	11	-0.1	5	11	-1
CN(CCCC1CCCC1)C(=O)c1cc(COc2c(F)cccc2F)on1	2	5	3	4	-1	12	0.0	-2	6	-11
CN1C(C(=O)NCC2CC2)CC2Cn3c(nc4cc(Cl)c(Cl)cc43)C21 (centres undefined)	-3	-2	1	-3	6	-3	0.1	-12	1	-1
CC1CN(S(=O)(=O)c2cccc(C(=O)NN3CCN(C)CC3)c2)CC(C)O1 (centres undefined)	3	-2	-1	2	-1	-2	0.3	0	0	-4
C=CCn1c[n+](CC(=O)c2ccc(Br)s2)c2ccccc21	3	-3	-11	-1	7	0	-0.6	-1	-7	-3
CS(=O)(=O)Nc1cccc(C2=NN(S(=O)(=O)c3ccccc3)C(c3cccs3)C2)c1 (centres undefined)	1	8.7*	4	4	-3	9	0.6	-5	6	-13
O=C(NCCC1=CCCCC1)C1CCN(C(=O)c2ccc(Cl)cc2)CC1	1	4	-12	4	7	16	-0.1	4	3	-18
CCCN1C(=O)c2ccccc2NC1c1cc(OC)c(OC)c(OC)c1 (centres undefined)	3	-341	-2	-289	1	-4	16*	1	i	-2
CCOC(=O)c1c(C)nc2c(c1-c1cc(OC)c(OC)c(OC)c1)C(=O)c1ccccc1-2	0	4	-5	12*	-2	-4	-0.5	6	6	-18
CCc1nn2c(=O)cc(COc3ccc(/C=C4\C(=N)N5N=C(C)SC5=NC4=O)cc3)nc2s1	2	-25	-10	-11	-5	1	2.2	3	-93	-12
O=C(Cc1ccc2c(c1)CCCC2)Nc1ccc2ccccc2c1	4	-1	10	1	-1	8	0.3	6	-5	-2
CC(C)CNc1ncnc2c1ncn2[C@H]1CN(Cc2cccs2)C[C@@H](CO)O1	2	1	-7	0	8	-1	0.1	8	3	-6
CCCCC(=O)Nc1ccc(C(=O)NNC(=O)c2ccco2)cc1	-2	-9	1	-3	6	6	-4.9	0	-4	8
Cc1ccccc1OCC(=O)Nc1nc2ccccc2[nH]1	0	-2	-4	0	0	1	0.1	-5	-7	12
Cc1ccc(C(=O)N/C(=C\c2cccs2)C(=O)NCCc2ccccn2)cc1C	-1	0	-2	3	-1	0	-0.2	0	2	6

Fetched one by one from the list above:
SMILES	LEDGF integ inh	ADAM17 inh	DDE Tn7 FP inh	PLC-gamma1 inh	Tn6 DDE FP	ASAP1 inh	KLK7 zymogen act	ARFGAP1 inhibitor	ADAM10 inh	TDP2 inh
Cc1ccccc1OCC(=O)Nc1nc2ccccc2[nH]1	0	-2	-4	0	0	1	0.1	-5	-7	12
Cc1ccc(C(=O)N/C(=C\c2cccs2)C(=O)NCCc2ccccn2)cc1C	-1	0	-2	3	-1	0	-0.2	0	2	6
CCCN1C(=O)c2ccccc2NC1c1cc(OC)c(OC)c(OC)c1 (centres undefined)	3	-341	-2	-289	1	-4	16*	1	i	-2
CC(C)CNc1ncnc2c1ncn2[C@H]1CN(Cc2cccs2)C[C@@H](CO)O1	2	1	-7	0	8	-1	0.1	8	3	-6
CS(=O)(=O)Nc1cccc(C2=NN(S(=O)(=O)c3ccccc3)C(c3cccs3)C2)c1 (centres undefined)	1	8.7*	4	4	-3	9	0.6	-5	6	-13
CCOC(=O)c1c(C)nc2c(c1-c1cc(OC)c(OC)c(OC)c1)C(=O)c1ccccc1-2	0	4	-5	12*	-2	-4	-0.5	6	6	-18

Other entries:
SMILES	LEDGF integ inh	ADAM17 inh	DDE Tn7 FP inh	PLC-gamma1 inh	Tn6 DDE FP	ASAP1 inh	KLK7 zymogen act	ARFGAP1 inhibitor	ADAM10 inh	TDP2 inh
CN(C)C(=O)CSc1nc2cc(S(=O)(=O)N3CCOCC3)ccc2o1	-3	-5	2	4	4	-5	0.7	13	-10	7
Cn1cccc1CC(=O)NNC(=S)Nc1ccc(F)cc1	2	2	-6	-1	-8	7	0.2	-1	5	7
O=C(Cc1c(F)cccc1Cl)N1CCCC1	-2	2	0	6	-1	-1	-0.4	3	5	-8
CC(C)=NNc1nc2c(c(=O)n(C)c(=O)n2C)n1C	-1	-2	4	1	-3	4	-0.1	-5	-5	5
COc1ccc(S(=O)(=O)N2CCN(C(=O)c3cc(-c4ccc(C)cc4)n[nH]3)CC2)cc1	3	2	3	5	-7	-3	0.4	-3	5	4
Cc1cc(C)nc(NC(N)=NC2CCCCC2)n1	-1	-1	11	1	1	-1	0.4	5	-10	-5
CSc1ccccc1NC(=O)COC(=O)CCCOc1ccc(C)cc1	-4	-3	2	-2	-2	-8	-0.5	13	-8	-7
COc1ccccc1Cc1noc(COc2cccc(C)c2C)n1	-6	0	1	0	3	2	0.3	9	-3	-11
Cn1c(C(C#N)C(=O)Cc2cccc3ccccc23)nc2ccccc21 (centres undefined)	-2	4	3	3	-2	-11	0.5	16	-5	-8
CCCn1nc2cc(C(=O)NCc3ccc4c(c3)OCO4)ccc2c1OCC	0	-237	-12	-324	0	3	-4.9	12	i	8
O=c1[nH]c(-c2ccccn2)cc2ccccc12	-1	-306	-4	-70	1	0	-5.8	-6	i	7
COc1cccc(/C=N/NC(=O)CCc2c(C)n[nH]c2C)c1O	-9	-7	7	-60	0	2	-25	5	-19	-13

Ordered by SMILES length (highest first): part of the list above.
SMILES	LEDGF integ inh	ADAM17 inh	DDE Tn7 FP inh	PLC-gamma1 inh	Tn6 DDE FP	ASAP1 inh	KLK7 zymogen act	ARFGAP1 inhibitor	ADAM10 inh	TDP2 inh
CS(=O)(=O)Nc1cccc(C2=NN(S(=O)(=O)c3ccccc3)C(c3cccs3)C2)c1 (centres undefined)	1	8.7*	4	4	-3	9	0.6	-5	6	-13
O=C(NCCC1=CCCCC1)C1CCN(C(=O)c2ccc(Cl)cc2)CC1	1	4	-12	4	7	16	-0.1	4	3	-18
O=C(Cc1c(F)cccc1Cl)N1CCCC1	-2	2	0	6	-1	-1	-0.4	3	5	-8

PLC-gamma1 inh, entries above that show a hit.
SMILES	LEDGF integ inh	ADAM17 inh	DDE Tn7 FP inh	PLC-gamma1 inh	Tn6 DDE FP	ASAP1 inh	KLK7 zymogen act	ARFGAP1 inhibitor	ADAM10 inh	TDP2 inh
CCOC(=O)c1c(C)nc2c(c1-c1cc(OC)c(OC)c(OC)c1)C(=O)c1ccccc1-2	0	4	-5	12*	-2	-4	-0.5	6	6	-18

Continuation:
SMILES	LEDGF integ inh	ADAM17 inh	DDE Tn7 FP inh	PLC-gamma1 inh	Tn6 DDE FP	ASAP1 inh	KLK7 zymogen act	ARFGAP1 inhibitor	ADAM10 inh	TDP2 inh
COc1ccc(NC(=O)C2CCCN(S(=O)(=O)c3c(C)n[nH]c3C)C2)cc1 (centres undefined)	0	-5	3	4	3	8	-0.1	8	4	9
O=C(NCCCN1CCN(c2ccc(F)cc2)CC1)Nc1ccc(Cl)cc1	3	0	2	6	2	nt	-0.1	nt	-6	7
COc1ccc(C)cc1NC(=O)C/C(C)=N/NC(=O)Cc1cccc2ccccc12	-1	4	2	-1	-2	-5	-0.8	8	-4	13
CN(C)CCCNC(=O)/C=C/c1ccc(OCc2c(F)cccc2Cl)cc1	1	-1	-10	1	4	2	0.2	9	-5	-12
